Assay outcomes deposited in PubChem by several laboratories.
MRP reversal: reverses drug resistance mediated by MRP; H69AR cells + 2 uM doxorubicin, CellTiter-Glo, 72 h; differential viability (reversal), % at 10 µM; hit rate 0.04% among 85,000; AID 602;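 active means viability drop by adding the cancer drug above about 55%, with treated viability meeting a 40% cutoff, limit read from the data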;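 further: viability without doxorubicin minus viability with 2 µM doxorubicin for each compound; larger differential means the compound sensitizes cells more to doxorubicin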
PLAP inhibition: inhibition of human placental alkaline phosphatase – biochemical, luminescence, HTS (AID 690). purified PLAP, luminescent substrate; higher % means a stronger effect. inhibition, % at 20 µM, or IC50 in µM where a hit was titrated. hit rate 0.08% among 96,000; in the data active means a potency from the dose series; inactive means the rest, 99 in 100 with inhibition below about 30%; further: strong numbers were not always called active
Bcl-B TR3 displacers: displacers of TR3 peptide from Bcl-B, primary screen, selectivity assay for Bfl-1 inhibitor project, biochemical, fluorescence polarization. FP displacement of FITC-TR3 peptide from Bcl-B; higher % means a stronger effect. one-dose displacement, % at 20 µM; IC50 in µM for titrated hits. AID 748. hit rate 0.11% among 96,000;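 active means displacement above 50% at 20 µM plus a fluorescence interference ratio under 1.5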;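 further: plate controls were wells without compound for no effect and wells lacking Bcl-B protein for full effect; a part of the inactive calls stands beside numbers as strong as those of hits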
IL1B NFkB inh: blocks IL-1B driven NFkB nuclear translocation in HUVEC cells; inhibition, % at 2 µM; HUVEC IL-1B NFkB p65 nuclear translocation imaging; AID 796; hit rate 0.43% among 94,000;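 active means inhibition above about 30% together with a positive call from visual inspection of the well image, limit read from the data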;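 further: nuclear over cytoplasmic p65 intensity ratio measured by imaging; 0% = IL-1B stimulated DMSO wells and 100% = unstimulated DMSO wells; values of inactives mirror those of a sister screen read the other way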
IL1B NFkB pot: enhances IL-1B driven NFkB nuclear translocation. HUVEC IL-1B NFkB p65 nuclear translocation imaging. activation, % at 2 µM. hit rate 0.3% among 94,000. AID 819;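 active means activation above 40%, about the mean plus 3 SD, also judged a hit on visual image review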;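 further: percent activation is computed from the nuclear over cytoplasmic p65 intensity ratio; values of inactives mirror those of a sister screen read the other way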
MRP reversal cytotoxicity: second read-out of MRP reversal, no call of its own (marks repeat the call); viability, %; H69AR cells, CellTiter-Glo, 72 h; measured here: cytotoxicity without doxorubicin
MRP reversal with doxorubicin: recorded beside MRP reversal, whose call it bears; viability, %; measured here: viability with 2 uM doxorubicin; stronger effect = lower value
IL1B NFkB inh cell count 2 µM: second read-out of IL1B NFkB inh, no call of its own (marks repeat the call); cell count; measured here: cells passing quality filter;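 raw number of nuclei counted in each imaged well without normalization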
IL1B NFkB pot cell count 2 µM: recorded beside IL1B NFkB pot, whose call it bears; cell count; measured here: cells passing quality filter
* hit, by the source's call; · = not tested or not shown. The list is partial (hit frequency here may not be typical).

SMILES	MRP reversal	MRP reversal cytotoxicity	MRP reversal with doxorubicin	PLAP inhibition	Bcl-B TR3 displacers	IL1B NFkB inh	IL1B NFkB inh cell count 2 µM	IL1B NFkB pot	IL1B NFkB pot cell count 2 µM
CC(=O)N1CCN=C1SCc1ccccc1F	15	100	85	11%	-5%	·	·	·	·
Cc1cc(C)c(OCC(=O)N/N=C/c2ccco2)c(C)c1	4	93	89	12%	-1%	13	46	-13	46
COC(=O)C1=C(N)Oc2c(oc(CO)cc2=O)C1c1ccccc1F (stereo not given)	30	113	83	22%	-14%	5	170	-5	170
N=C1C(c2nc3ccccc3c(=O)[nH]2)=C(O)CN1CCc1ccccc1	5	64	59	-1%	-5%	·	·	·	·
Cc1cc(=O)n(C)c(=O)n1CCCCCCN1CCCC1	14	107	93	·	·	10	130	-10	130
O=C(CCN1C(=O)C2(OCCO2)c2ccccc21)c1ccccc1	0	91	91	3%	4%	-24	101	24	101
COc1ccc(-n2c(SC3CCOC3=O)nc3ccccc3c2=O)cc1OC (stereo not given)	7	92	85	-54%	17%	8	140	-8	140
COc1cccc(/C=N/NC(=O)c2cc(C34CC5CC(CC(C5)C3)C4)[nH]n2)c1	·	·	·	-63%	-5%	13	114	-13	114
O=C(CSc1nnc(-c2ccc(Br)cc2)o1)Nc1cccc2ccccc12	10	88	77	-2%	-3%	-14	122	14	122
CC(=O)N(Cc1cccnc1)Cc1cc2ccccc2[nH]c1=O	0	91	92	-14%	-4%	·	·	·	·
CN1CCN(Cc2nc3c(c(=O)[nH]c(=O)n3C)n2Cc2c(F)cccc2Cl)CC1	-12	57	69	-23%	3%	·	·	·	·
CC1=C(C(=O)Nc2ccccc2)C(c2ccc(C)o2)n2c(s/c(=C/c3ccccc3)c2=O)=N1 (stereo not given)	3	23	20	-58%	-39%	15	130	-15	130
CCOC(=O)CSc1nnc(NCC(=O)OC)c(=O)[nH]1	10	103	93	-1%	1%	-4	199	4	199
COc1ccccc1CNC(=O)COC(=O)c1cc(-c2ccco2)nc2ccccc12	·	·	·	-31%	11µM*	-6	185	6	185
Cc1c(O)ccc(C(=O)CN2C(=O)c3ccccc3C2=O)c1O	6	89	83	18%	-7%	17	132	-17	132
COc1ccc(-n2c(=O)c3c4c(sc3n3cnnc23)CC(C)CC4)cc1 (stereo not given)	7	75	68	·	·	-8	153	8	153
Cc1ccc(-c2nc3ccccc3c(=O)n2CCCn2ccnc2)cc1	-17	70	88	5%	-7%	-3	166	3	166
COc1ccc(NC(=O)c2ccc(-n3cccn3)nc2)c(OC)c1	·	·	·	7%	-12%	2	152	-2	152
C=CCN(Cc1cccc(OC)c1OC)S(=O)(=O)N(C)C	-4	87	91	-14%	-10%	-13	158	13	158
O=C(CCc1ccc(S(=O)(=O)N2CCOCC2)cc1)Nc1nccs1	-27	53	80	8%	1%	·	·	·	·

A different layout for 4 compounds above.
Each structure is followed by: MRP reversal | MRP reversal cytotoxicity | MRP reversal with doxorubicin | PLAP inhibition | Bcl-B TR3 displacers | IL1B NFkB inh | IL1B NFkB inh cell count 2 µM | IL1B NFkB pot | IL1B NFkB pot cell count 2 µM
- COc1ccccc1CNC(=O)COC(=O)c1cc(-c2ccco2)nc2ccccc12
 : · | · | · | -31% | 11µM* | -6 | 185 | 6 | 185
- Cc1c(O)ccc(C(=O)CN2C(=O)c3ccccc3C2=O)c1O
 : 6 | 89 | 83 | 18% | -7% | 17 | 132 | -17 | 132
- COc1ccc(-n2c(=O)c3c4c(sc3n3cnnc23)CC(C)CC4)cc1 (stereo not given)
 : 7 | 75 | 68 | · | · | -8 | 153 | 8 | 153
- Cc1ccc(-c2nc3ccccc3c(=O)n2CCCn2ccnc2)cc1
 : -17 | 70 | 88 | 5% | -7% | -3 | 166 | 3 | 166

Some of these compounds in order of SMILES length, largest number first.
SMILES	MRP reversal	MRP reversal cytotoxicity	MRP reversal with doxorubicin	PLAP inhibition	Bcl-B TR3 displacers	IL1B NFkB inh	IL1B NFkB inh cell count 2 µM	IL1B NFkB pot	IL1B NFkB pot cell count 2 µM
COc1ccccc1CNC(=O)COC(=O)c1cc(-c2ccco2)nc2ccccc12	·	·	·	-31%	11µM*	-6	185	6	185
O=C(CCc1ccc(S(=O)(=O)N2CCOCC2)cc1)Nc1nccs1	-27	53	80	8%	1%	·	·	·	·
COc1ccc(NC(=O)c2ccc(-n3cccn3)nc2)c(OC)c1	·	·	·	7%	-12%	2	152	-2	152
C=CCN(Cc1cccc(OC)c1OC)S(=O)(=O)N(C)C	-4	87	91	-14%	-10%	-13	158	13	158

Going on with the list.
SMILES	MRP reversal	MRP reversal cytotoxicity	MRP reversal with doxorubicin	PLAP inhibition	Bcl-B TR3 displacers	IL1B NFkB inh	IL1B NFkB inh cell count 2 µM	IL1B NFkB pot	IL1B NFkB pot cell count 2 µM
Cc1ccc(NC(=O)CS(=O)CC(=O)NCC2CCCO2)cc1 (stereo not given)	3	94	92	9%	-4%	-14	128	14	128
Cn1ncc(N=Cc2ccccc2)c1C(N)=O	5	100	95	9%	9%	15	123	-15	123
COc1ccc(S(=O)(=O)N2Cc3ccccc3CC2C(=O)N2CCOCC2)cc1OC (stereo not given)	5	94	88	-50%	-7%	-22	180	22	180
COc1ccc(N2CCN(C(=O)CCCn3c(=O)[nH]c4ccsc4c3=O)CC2)cc1	12	94	82	4%	-8%	-14	183	14	183
C=CCNS(=O)(=O)c1ccc(OCC(=O)OC)cc1	-2	103	105	-30%	5%	-8	135	8	135
O=C(C1CCC1)N1CCc2cc(S(=O)(=O)NCC3COc4ccccc4O3)ccc21 (stereo not given)	·	·	·	10%	-5%	-9	135	9	135
Cc1ccc(C(=O)CC2(O)C(=O)N(C)c3ccccc32)o1 (stereo not given)	-2	79	82	7%	17%	·	·	·	·
NS(=O)(=O)c1ccc(NC=C2C(=O)OC3(CCCCC3)OC2=O)cc1	-10	92	102	-13%	-1%	·	·	·	·
Clc1ccc(CNC2CCCC2)cc1	·	·	·	10%	-2%	-2	151	2	151
CCSc1nn2c(=O)c3ccccc3nc2s1	·	·	·	16%	-6%	-19	195	19	195
CCc1nc2c(sc3nc4c(cc32)COC(C)(C)C4)c(=O)n1Cc1ccccc1	·	·	·	-47%	5%	-13	126	13	126
C#CCOc1nc(OCC#C)nc(OCC#C)n1	19	99	80	11%	-7%	1	95	-1	95
CCc1cccc(C)c1N(C(=O)Cn1c(CO)nc2ccccc21)C(C)COC (stereo not given)	1	71	70	·	·	-1	106	1	106
COc1ccc(NC(=O)CSc2ccccc2)c(OC)c1	20	94	74	·	·	0	100	0	100
Cc1cccc(-n2cnc(C(=O)NC3CCCCCC3)c2)n1	·	·	·	11%	-4%	-7	174	7	174
O=C1/C(=C/c2ccncc2)SC(=S)N1C1CCS(=O)(=O)C1 (stereo not given)	·	·	·	-26%	0%	-8	122	8	122
CCCCCCC1CCC(C(=O)NC(CCSC)C(=O)NC(C(=O)OC)C(C)C)CC1 (stereo not given)	11	81	70	-118%	-2%	-21	171	21	171
COc1cccc(-n2c(SCC(=O)OC(C)C)nnc2-c2cccnc2)c1	16	99	83	-10%	0%	5	88	-5	88
Cc1nn(C)cc1/C=N/NC(=S)Nc1ccccc1	·	·	·	-78%	-11%	1	193	-1	193
O=C(O)CCN1C(=O)c2ccccc2C1=O	-6	95	100	19%	-9%	14	145	-14	145
COc1ccccc1C1=NN(C(=S)Nc2ccccc2)C(c2ccco2)C1 (stereo not given)	·	·	·	8%	-14%	11	126	-11	126
CCCN1CCC(NC(=O)Nc2ccc(OC)c(OC)c2)CC1	2	103	101	8%	-4%	-3	111	3	111
CCc1ccc(-c2nc(CN3CCC(C(=O)NCCc4ccc(OC)c(OC)c4)CC3)c(C)o2)cc1	-1	69	70	-140%	-3%	12	183	-12	183
COc1cccc(C(C(=O)NCc2ccco2)N(Cc2ccco2)C(=O)Cn2nnc3ccccc32)c1 (stereo not given)	-10	62	72	·	·	-11	80	11	80
CC(C)Cn1c(N)c(C(=O)COC(=O)C2CCCCC2)c(=O)n(C)c1=O	1	88	87	-67%	1%	·	·	·	·
O=C1CC(SC(=Nc2ccccc2)Nc2ccccc2)C(=O)N1c1cccc(Cl)c1 (stereo not given)	·	·	·	9%	0%	-2	124	-4	116
CCN(CC)CCCN1C(=O)C(=O)/C(=C(/O)c2ccc3c(c2)CC(C)O3)C1c1ccncc1 (stereo not given)	-20	89	109	-6%	-7%	·	·	·	·
COc1ccc(-c2nnc3n2N=C(c2cccc(Br)c2)CS3)cc1OC	-5	80	84	7%	-3%	·	·	·	·
Cc1cc(C)c(S(N)(=O)=O)c(C)c1-n1cnnn1	1	97	96	8%	-1%	-11	131	11	131
CCOc1ccc(C(=O)N(Cc2ccc(N(C)C)cc2)C2CCS(=O)(=O)C2)cc1 (stereo not given)	3	73	69	-66%	-1%	-10	96	10	96
CCCC(C(=O)n1nc(C)cc1C)C(NS(=O)(=O)c1ccc(C)cc1)c1ccccc1 (stereo not given)	·	·	·	4%	5%	-12	150	12	150
Cc1cc(C(=O)CSc2nnc(-c3ccco3)o2)c(C)n1CC1COc2ccccc2O1 (stereo not given)	12	97	85	-65%	-157%	·	·	·	·
N#CC1=C(N)SC(N)=C(C#N)C1c1ccnc2ccccc12	·	·	·	-12%	-226%	-13	116	13	116
Cc1cc(OCC(=O)Nn2cnnc2)ccc1Br	9	98	89	-31%	-2%	·	·	·	·
O=C(Nc1ccccc1OC(F)F)c1ccc(Br)o1	-5	61	67	3%	3%	-8	142	8	142
O=c1c2ccccc2[nH]c(=S)n1Cc1cccnc1	4	102	98	15%	8%	·	·	·	·
COc1cccc(C(=O)N2CCN(C3CCN(Cc4ccccc4)CC3)CC2)c1	4	80	76	-56%	-12%	-2	183	2	183
CCNc1sc(C(=O)c2cccs2)c(N)c1-c1nc2ccccc2s1	36	82	46	-11%	-59%	8	197	-8	197
O=C(NC(O)C(=O)c1ccccc1)c1cccs1 (stereo not given)	1	86	86	14%	-5%	0	193	0	193
CC1CCCN(C2=NC(=O)/C(=C/c3cn(-c4ccccc4)nc3-c3cccc(S(=O)(=O)N(C)C)c3)S2)C1 (stereo not given)	·	·	·	-11%	5%	3	105	-3	105
CN(C)S(=O)(=O)c1cccc(C(=O)Nc2ccccc2Cl)c1	18	97	79	27%	-3%	1	200	-1	200
Nc1c(C(=O)Nc2ccc(Cl)cc2)oc2ccccc12	0	85	84	6%	4%	10	213	-10	213
O=C(CSCc1nc2ccccc2[nH]1)N1CCN(c2ccc(F)cc2)CC1	2	78	77	-88%	-11%	2	120	-2	120
c1ccc(CCNc2nnnn2-c2ccccc2)cc1	14	94	79	2%	11%	4	140	-4	140
NC(=O)C1(NC(=O)[C@@H]2CC3(CC(c4cccc(NC(=O)[C@@H]5CCC(=O)N5)c4)=NO3)CN2C(=O)c2ccccc2)CC1 (stereo not given in full)	·	·	·	-12%	12%	3	109	-3	109
CCOC(=O)c1c(-c2ccc(OC)cc2)csc1NC(=O)CCN1C(=O)c2ccccc2C1=O	·	·	·	-15%	-17%	-4	161	4	161
O=c1c2ccccc2nc(N/N=C/c2c(O)ccc3ccccc23)n1O	·	·	·	-75%	0%	4	176	-4	176
CCOC(=O)N1CCN(S(=O)(=O)c2ccc(C)c(C)c2)CC1	17	94	77	-3%	1%	9	88	-9	88
CO/N=C\CC(=O)Nc1ccc(F)cc1	·	·	·	5%	-1%	10	140	-10	140
O=P(O)(O)CP(=O)(O)O	6	102	96	-18%	-6%	7	151	-7	151
